V1aR counter: agonists of human V1a receptor, primary screen, counter-screen for OXTR agonist project, fluorescence, CHO-V1R cells. Fluo-8 calcium fluorescence, agonist mode; 0% DMSO, 100% 3 nM vasopressin. activation, % at 3 µM. 320,000 compounds, 0.25% hits. Vasopressin V1a receptor (Homo sapiens), P37288;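 active means activation above the mean activation of all tested compounds plus 3 SD, per screening run, cut at about 20% in these data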;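 further: signal is peak over basal fluorescence ratio across a 100 second FLIPR read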
GPR7 antag: GPR7 receptor antagonists, primary screen, cell-based, fluorescence, single concentration; GPR7-expressing cells, fluorescence antagonist assay; inhibition, % at 4.4 µM; 290,000 compounds, 1.1% hits; AID 1861, 2009; in the data active means inhibition above about 16%, passing the limit was not always enough;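 further: cells stimulated with the agonist NPW; 0% = agonist with vehicle and 100% = vehicle without agonist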
Target sequence (P48145 whole entry, looked up): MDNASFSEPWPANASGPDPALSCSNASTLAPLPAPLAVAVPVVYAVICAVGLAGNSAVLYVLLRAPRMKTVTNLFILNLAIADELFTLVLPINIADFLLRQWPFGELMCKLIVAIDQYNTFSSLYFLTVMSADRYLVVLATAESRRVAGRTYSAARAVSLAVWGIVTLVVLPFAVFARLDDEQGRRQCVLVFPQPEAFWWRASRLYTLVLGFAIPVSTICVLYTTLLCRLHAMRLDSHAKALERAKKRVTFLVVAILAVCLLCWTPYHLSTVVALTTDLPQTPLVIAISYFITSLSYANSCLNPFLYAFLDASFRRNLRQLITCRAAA
DNA FID counter: compounds displacing fluorescent DNA intercalator, primary screen, artefact control for HCV NS3 helicase inhibitor project, biochemical, FID fluorescence | DNA fluorescent intercalator displacement | inhibition, % at 7.9 µM | 290,000 compounds, 0.17% hits | AID 1845, 2009; in the data active means inhibition above about 37%;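 further: 0% = vehicle and 100% = reference compound; higher means more ethidium bromide displaced from hairpin DNA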
GalR3 antagonist: GalR3 antagonists in HEK293 cells, primary screen, cell-based, fluorescence readout; 360,000 compounds, 0.44% hits; AID 651719, 2012; HEK293 GalR3-CNG cAMP membrane potential fluorescence; galR3 body fused to GalR1 C-terminus; Galanin receptor type 3 (Homo sapiens), O60755; inhibition, % at 3 µM;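 active means inhibition above the screen-wide average plus 3 SD, cut at about 13% in these data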;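 further: forskolin and galanin both at EC90 stimulate the cells; cAMP rise reported by CNG channel membrane potential dye signal; 0% = forskolin plus galanin with DMSO and 100% = forskolin alone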
Target sequence (O60755 1-299 limits assumed): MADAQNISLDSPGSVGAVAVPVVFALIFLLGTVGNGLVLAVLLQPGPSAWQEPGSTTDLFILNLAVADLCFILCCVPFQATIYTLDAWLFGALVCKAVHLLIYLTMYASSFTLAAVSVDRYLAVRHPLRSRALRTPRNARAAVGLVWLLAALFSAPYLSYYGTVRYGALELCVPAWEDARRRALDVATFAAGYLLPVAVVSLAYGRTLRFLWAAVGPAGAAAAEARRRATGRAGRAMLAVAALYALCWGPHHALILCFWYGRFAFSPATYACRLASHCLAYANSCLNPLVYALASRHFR
VIM-2 inhibitor: VIM-2 metallo-beta-lactamase inhibitors, primary screen, biochemical, epi-absorbance readout, Pseudomonas aeruginosa enzyme; purified VIM-2, nitrocefin hydrolysis, epi-absorbance fluorescence; inhibition, % at 5.6 µM; 290,000 compounds, 0.89% hits; AID 1527, 2009;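 active means inhibition above the mean of all tested compounds plus 3 SD, cutoff set per screening run, cut at about 7.5% in these data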;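 further: red hydrolysis product quenches plate fluorescence so inhibitors raise well fluorescence; 0% = enzyme with DMSO and 100% = DMSO without enzyme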
NS3 helicase inh: inhibitors of HCV NS3 helicase, primary screen, biochemical, Cy5 molecular beacon fluorescence; NS3 helicase DNA unwinding; Hepatitis C virus NS3 helicase; 290,000 compounds, 0.56% hits; inhibition, % at 10.9 µM;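 active means inhibition above the mean of all tested compounds plus 3 SD, set per campaign, cut at about 35% in these data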;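 further: 0% = DMSO wells and 100% = thioflavine S control wells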
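Test system: hepatitis C virus NS3 helicase domain fragment enzyme. Also added: annealed dual-labelled DNA beacon duplex, ATP-started. Timing: 60 min unwinding reaction at 25 °C after ATP addition. Technique: Cy5 fluorescence. Measure: % inhibition of unwinding.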
IMP-1 inhibitor: IMP-1 metallo-beta-lactamase inhibitors, primary screen, biochemical, epi-absorbance readout, Pseudomonas aeruginosa enzyme | metallo-beta-lactamase IMP-1 (Pseudomonas aeruginosa) | purified IMP-1, nitrocefin hydrolysis, epi-absorbance fluorescence | inhibition, % at 5.6 µM | 290,000 compounds, 0.45% hits | AID 1556, 2009;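 active means inhibition above the mean plus 3 SD of all compounds in the same screening run, cut at about 4.5% in these data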;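 further: 0% = IMP-1 with DMSO and 100% = DMSO wells lacking enzyme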
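Assay system: purified recombinant IMP-1 beta-lactamase. Input: IMP-1 0.2 nM before substrate addition. Buffer or medium: Zinc- and detergent-supplemented HEPES buffer, pH 7.1. Schedule: 25 °C, 15 min preincubation, 25 min reaction. Signal: Epi-absorbance fluorescence, 480 nm excitation, 530 nm emission. Evaluation: percent inhibition from optical density relative to buffer-blank wells.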
OXTR agonist: human OXTR agonists, primary screen, fluorescence, CHO-OTR cells, Fluo-8 calcium. Fluo-8 calcium fluorescence; normalized: DMSO 0%, oxytocin 100%. activation, % at 3 µM. Oxytocin receptor (Homo sapiens), P30559. 320,000 compounds, 0.32% hits;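 active means activation above the mean of all tested compounds plus 3 SD, cutoff set per screening run, cut at about 20% in these data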;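 further: peak over basal fluorescence ratio from a 100 s FLIPR kinetic read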
PHOSPHO1 inh: PubChem AID 1565. 290,000 compounds, 1.1% hits. recombinant PHOSPHO1, absorbance phosphatase assay. inhibition, % at 13.3 µM; in the data active means inhibition above about 60%
Target sequence (Q8TCT1 whole entry, looked up): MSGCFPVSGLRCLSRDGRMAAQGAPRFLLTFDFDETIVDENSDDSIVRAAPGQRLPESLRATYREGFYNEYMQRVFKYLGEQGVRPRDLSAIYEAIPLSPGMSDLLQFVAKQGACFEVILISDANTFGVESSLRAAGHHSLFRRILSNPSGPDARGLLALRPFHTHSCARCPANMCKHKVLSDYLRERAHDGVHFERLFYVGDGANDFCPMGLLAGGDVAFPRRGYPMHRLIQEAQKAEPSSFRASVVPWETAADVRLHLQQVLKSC
Active calls of the source: *; . = not tested or not shown.

cpd	mol	OXTR agonist	DNA FID counter	V1aR counter	NS3 helicase inh	VIM-2 inhibitor	GalR3 antagonist	IMP-1 inhibitor	PHOSPHO1 inh	GPR7 antag
1	CCOC(=O)C(Cc1c(F)cccc1Cl)c1ccnc2nc(N)nn12 (stereo unspecified)	0.3	-11	-0.1	5	-0.8	5	-1.3	48	1
2	Cc1oc2ccc(OCc3ccc(F)cc3Cl)cc2c1C(=O)O	-0.5	-30	0.8	23	-1.9	-7	-2.1	0	-5
3	COc1ccc2oc(=O)c(C(=O)NCc3ccc(F)cc3)cc2c1	0.1	-13	3.3	4	-3.3	0	-5.0	29	-18
4	COc1ccc(C(=O)NCCn2ccc3ccccc32)c(OC)c1	-0.7	-11	-1.1	-1	-0.3	-3	0.0	1	-3
5	CCCC1Cc2c(sc3ncnc(N)c23)CO1 (stereo unspecified)	-0.5	-4	-0.4	3	-1.9	-6	-4.3	29	2
6	C=CCn1c(SCC(=O)Nc2cc(C)ccc2C)nnc1-c1cnccn1	-1.2	-15	-1.1	5	-1.1	-4	-2.7	-4	6
7	Cc1nc(C)c(-c2csc(NCc3ccccc3)n2)s1	0.5	-21	1.1	-10	-1.9	-4	-2.8	37	-5
8	CC(C)(C)c1ccccc1OCC(=O)Nc1ccccc1C(=O)NCc1cccnc1	1.1	-34	3.8	1	-2.4	-8	1.9	11	-1
9	CCN1CCC(Nc2ccnc3cc(Cl)ccc23)CC1	1.2	50*	-0.7	8	1.6	-11	-1.2	30	-1
10	COc1ccc(OCC(=O)Nc2ccc(C(=O)Nc3ccccc3C(=O)O)cc2)cc1	-0.8	-15	0.4	-4	-1.7	-3	-2.0	29	4
11	CCn1c2ccccc2c2cc(NC(=O)CN(C)CC(=O)Nc3ccc(N4CCOCC4)cc3)ccc21	-0.1	-16	-0.7	-9	0.5	-6	1.5	10	-9
12	O=S(=O)(NCc1cn2ccccc2n1)c1cc(F)ccc1F	-1.1	2	1.0	-1	-0.5	-4	-0.2	-6	14
13	CC(=O)N/N=C/c1c(C)[nH]n(-c2ccccc2)c1=O	-0.3	-8	0.2	1	-6.6	1	-5.0	-7	-9
14	CCOC(=O)c1cnn(-c2nc(OCC)cc(OCC)n2)c1C	-1.7	-19	-0.1	-4	-1.1	-1	-2.1	4	2
15	CCCC(=O)N(CCN1CCOCC1)c1nc2cc(C)c(C)cc2s1	-0.7	-17	1.0	-1	2.1	-5	3.6	12	0

Next part.
cpd	mol	OXTR agonist	DNA FID counter	V1aR counter	NS3 helicase inh	VIM-2 inhibitor	GalR3 antagonist	IMP-1 inhibitor	PHOSPHO1 inh	GPR7 antag
16	CC1=NNC(=O)C1Cc1ccccc1C (stereo unspecified)	0.4	-2	1.4	-4	6.7	-14	-1.9	27	0
17	Cc1ccc(C(=O)O)cc1NC(=S)NC(=O)Cc1ccccc1	-0.1	-3	0.6	15	0.6	-3	-0.6	26	9
18	c1cncc(CSc2nnc3ccc(-c4ccco4)nn23)c1	-0.5	-4	-1.0	1	-1.4	6	-1.4	4	-17
19	COCCCn1c(C(=O)N2CC(C)OC(C)C2)cc2c(=O)n3ccccc3nc21 (stereo unspecified)	-0.4	-27	0.4	6	1.7	2	-0.7	48	-14
20	CC1Cc2ccccc2N1C(=O)CSc1nnc(-c2ccc(S(=O)(=O)N3CCCC3)cc2)o1 (stereo unspecified)	0.1	0	-0.1	0	-0.8	-5	-1.9	-4	-5
21	Cc1ccc(OC(=O)c2ccc3snnc3c2)cc1	-0.9	1	-1.0	1	-5.4	-4	-1.9	39	13
22	Cc1ccccc1C(=O)NC1CCN(CC(=O)NC2CCCCC2)CC1	0.3	-1	0.9	-21	-1.7	-9	-2.5	6	4
23	CS(=O)(=O)N1CCN=C1SCc1ccccc1	-0.2	-8	0.9	10	-4.6	-8	-3.4	33	-11
24	Cc1ccc(N2C(N)=C(C#N)C(c3ccsc3)C3=C2CC(C)(C)CC3=O)cc1 (stereo unspecified)	-2.5	-20	-0.7	5	-2.2	-3	-2.7	30	-2
25	COC(=O)c1c(-c2cccs2)csc1NC(=O)CN1CCOCC1	-2.3	-22	-1.2	-8	3.4	0	2.0	4	-3
26	COc1ccc(N2CCN(S(=O)(=O)c3ccc4c(c3)N(C(C)=O)CCO4)CC2)cc1	5.0	-22	5.8	-2	1.0	-3	-2.1	15	-2
27	COCc1[nH]c(=S)[nH]c(=O)c1C	-0.4	-2	15	0	-1.3	-1	-1.0	25	1
28	N#CC1(NC(=O)Cn2cc(C(F)(F)F)cc(Cl)c2=O)CCCCC1	-0.8	-5	0.2	-5	0.2	2	-2.5	32	-12
29	Cc1ccccc1NC(=O)Cc1nnc(NC(=O)Nc2ccccc2F)s1	1.1	1	-0.5	12	-0.4	-6	0.1	-2	-3
30	CCc1cccc(NC(=O)C2CCCN(S(=O)(=O)c3cccnc3)C2)c1 (stereo unspecified)	2.4	-34	4.5	-2	-2.8	-10	1.7	28	-3

(further entries)
cpd	mol	OXTR agonist	DNA FID counter	V1aR counter	NS3 helicase inh	VIM-2 inhibitor	GalR3 antagonist	IMP-1 inhibitor	PHOSPHO1 inh	GPR7 antag
31	COc1cc(C(=O)NCc2ccc3[nH]c(C)cc3c2)cc(OC)c1OC	-1.4	-14	-0.7	13	-5.6	-8	-3.5	-47	-2
32	CCNC(=O)Oc1ccc[nH]c1=O	0.7	2	0.5	1	-0.3	-5	-2.0	12	-12
33	Cc1cc(Nc2ccccc2)nc(NCc2ccccc2)n1	13	22	13	-89	-0.3	-12	-4.8	4	37*
34	COCCNc1ccc(N2C(=O)C3CCCCC3C2=O)cc1[N+](=O)[O-] (stereo unspecified)	2.7	2	0.3	-14	-1.4	-6	-0.7	-35	-10
35	O=C(CC(=O)Nc1ccc(Cl)cc1)N/N=C\c1cccc(F)c1	19	-3	-0.2	8	-2.8	-1	-2.2	42	-2
36	COC(=O)N/N=C\c1ccccc1OC/C=C/c1ccccc1	.	-41	.	-8	-2.1	-1	-3.2	36	-8
37	O=C(O)CCC(=O)Nc1sc2c(c1C(=O)NCc1ccccc1)CCCC2	0.5	-37	0.5	10	-2.6	-7	-4.7	44	-4
38	COc1ccccc1S(=O)(=O)Cc1ccc(C(=O)NCCN2CCCCCC2)o1	-0.5	9	0.3	-58	-2.0	1	-0.4	3	2
39	CCCS(=O)(=O)c1ccc(COC(=O)Cc2ccc([N+](=O)[O-])cc2)cc1	0.3	-20	6.1	-11	0.6	-7	-0.2	25	28*
40	O=C(O)c1ccc(/C=N/Nc2nc3ccccc3[nH]2)cc1	1.2	-2	-0.1	27	-0.1	-6	2.1	4	5
41	Cc1cc(C)cc(N(C(=O)c2csnn2)C(C(=O)NC(C)(C)C)c2ccncc2)c1 (stereo unspecified)	0.8	-14	-1.0	4	-6.5	-1	-2.7	-5	-11
42	O=C(c1ccc(-n2cccn2)cc1)N1CCc2ccccc2C1	-0.7	-24	-0.6	3	-3.8	-5	-2.8	-6	-3
43	Cc1ccc(S(=O)(=O)NC(C)(C)CSc2ccccn2)cc1	-2.0	-24	-1.4	5	1.5	-1	-1.3	-16	-10
44	COc1ccc(C)cc1NC(=O)CCCN1C(=O)CCC1=O	-0.2	-3	-0.3	-1	0.8	-4	-5.8	10	4
45	CC1CN(S(=O)(=O)c2csc(C(=O)Nc3ccccc3)c2)CC(C)O1 (stereo unspecified)	-0.9	-19	3.7	-1	-4.6	-2	-6.4	46	-7

Some of these compounds in order of length of the SMILES, lowest first.
cpd	mol	OXTR agonist	DNA FID counter	V1aR counter	NS3 helicase inh	VIM-2 inhibitor	GalR3 antagonist	IMP-1 inhibitor	PHOSPHO1 inh	GPR7 antag
36	COC(=O)N/N=C\c1ccccc1OC/C=C/c1ccccc1	.	-41	.	-8	-2.1	-1	-3.2	36	-8
40	O=C(O)c1ccc(/C=N/Nc2nc3ccccc3[nH]2)cc1	1.2	-2	-0.1	27	-0.1	-6	2.1	4	5
35	O=C(CC(=O)Nc1ccc(Cl)cc1)N/N=C\c1cccc(F)c1	19	-3	-0.2	8	-2.8	-1	-2.2	42	-2
31	COc1cc(C(=O)NCc2ccc3[nH]c(C)cc3c2)cc(OC)c1OC	-1.4	-14	-0.7	13	-5.6	-8	-3.5	-47	-2
38	COc1ccccc1S(=O)(=O)Cc1ccc(C(=O)NCCN2CCCCCC2)o1	-0.5	9	0.3	-58	-2.0	1	-0.4	3	2
39	CCCS(=O)(=O)c1ccc(COC(=O)Cc2ccc([N+](=O)[O-])cc2)cc1	0.3	-20	6.1	-11	0.6	-7	-0.2	25	28*

Continuation:
cpd	mol	OXTR agonist	DNA FID counter	V1aR counter	NS3 helicase inh	VIM-2 inhibitor	GalR3 antagonist	IMP-1 inhibitor	PHOSPHO1 inh	GPR7 antag
46	Cc1ccn(C(C)CC(=O)Nc2ccc(-c3ccno3)cc2)n1 (stereo unspecified)	0.9	-8	1.4	-1	-1.0	-11	-0.7	5	-9
47	COc1ccccc1CNC(=O)C/C(C)=N/NC(=O)Cc1ccc(Cl)cc1	-0.7	-11	0.3	-4	-2.8	-7	-2.4	14	-3
48	CC(=O)C1=C(C)Nc2ncnn2C1c1ccccc1OCc1ccccc1 (stereo unspecified)	-1.4	-17	-0.9	3	0.8	-4	-1.6	0	-11
49	COc1ccc2c(c1)CCCN2C(N)=O	0.4	2	0.6	-4	-1.0	-2	-3.1	7	4
50	CCOC(=O)C1=C(O)C(=O)N(Cc2cccnc2)C1c1ccc(C)cc1 (stereo unspecified)	1.6	-33	-0.2	3	-3.3	-6	-3.6	29	-11
51	COc1ccc(CCC(=O)NC2=NCCS2)cc1OC	0.4	3	1.4	2	-2.2	1	-3.0	-1	-12
52	Cc1ccc(C)c(N2CC(O)(c3cccs3)[N+]3=C2CCCC3)c1 (stereo unspecified)	0.9	4	-0.2	-4	-1.6	-4	-3.6	27	11
53	CC1=CCC2C(=O)N(c3cccc(C(=O)NC(C)c4ccccc4)c3)C(=O)C2C1 (stereo unspecified)	-1.5	-29	-0.7	0	-2.0	-11	-2.6	52	1
54	Cc1cc(C(=O)N/N=C/c2cn[nH]c2-c2ccccc2)cs1	-0.1	-9	-1.1	-5	-4.6	-4	-3.9	1	-11
55	c1ccc(-n2cnnc2SCc2cn3ccsc3n2)cc1	-0.9	-2	-0.1	-5	-1.7	-3	-1.3	39	20
56	O=C(CCN1C(=O)c2ccccc2C1=O)NNC(=O)c1ccc(Cl)cc1Cl	0.3	-1	-0.3	7	-1.3	-4	-6.2	11	-8
57	CCCn1c(=O)c2ccccc2n2c(SCC(=O)N3CCc4ccccc4C3)nnc12	-2.4	-9	-1.0	1	-1.4	-4	-1.1	-3	-8
